# Diaphorase inh: inhibits diaphorase or chemically oxidizes, flagging diaphorase assay artifacts; diaphorase resazurin-to-resorufin fluorescence, NADH, 16 min; bacterial (C. kluyveri) enzyme, not human; inhibition, % at 20 µM; actives 0.69% (n = 190,000);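 active means primary screen inhibition at 20 µM above a set limit, cut at about 50% in these data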;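 further: plate controls were DMSO with full reaction for no effect and wells lacking NADH for full effect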
#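 Test system: bacterial diaphorase enzyme (C. kluyveri); Quantity: 0.14 U/mL diaphorase, enzyme working solution; Times: reaction incubation of 16 min at room temperature; Measured by: fluorescence of resorufin formed from resazurin, Ex 544/Em 590 nm; Benchmarks: positive control minus NADH, DMSO neutral control.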
# PPARg SRC-2 ag: agonists of SRC-2 recruitment by human PPARgamma; activation, % at 8 µM; AID 1032; actives 0.34% (n = 200,000); PPARgamma LBD-SRC-2 recruitment, biochemical; P37231; in the data active means activation above about 22%;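 further: 0% = vehicle and 100% = reference agonist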
# Target sequence (P37231 whole entry, looked up, the tested form may be a part): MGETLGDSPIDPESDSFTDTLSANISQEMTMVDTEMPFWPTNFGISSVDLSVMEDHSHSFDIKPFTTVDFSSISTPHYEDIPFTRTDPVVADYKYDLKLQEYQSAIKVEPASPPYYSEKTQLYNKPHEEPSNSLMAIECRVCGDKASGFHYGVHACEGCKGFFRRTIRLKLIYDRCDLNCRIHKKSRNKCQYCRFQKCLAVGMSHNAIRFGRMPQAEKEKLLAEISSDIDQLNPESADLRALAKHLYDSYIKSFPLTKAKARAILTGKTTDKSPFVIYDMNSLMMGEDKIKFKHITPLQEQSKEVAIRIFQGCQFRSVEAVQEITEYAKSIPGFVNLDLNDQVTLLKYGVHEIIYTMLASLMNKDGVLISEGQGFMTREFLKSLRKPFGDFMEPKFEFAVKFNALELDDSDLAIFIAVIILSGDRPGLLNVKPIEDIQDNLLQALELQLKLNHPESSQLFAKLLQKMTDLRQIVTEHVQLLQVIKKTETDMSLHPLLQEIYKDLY
# G6PDH counter: L. mesenteroides G6PDH inhibition counter-screen. Purified L. mesenteroides G6PDH, diaphorase/resazurin coupled fluorescence, 45 min. inhibition, % at 5 µM. actives 0.12% (n = 200,000). AID 1020; in the data active means inhibition above about 50%
# PMI act satM6P: activators of human phosphomannose isomerase at near-saturating mannose 6-phosphate. AID 1216. actives 0.34% (n = 190,000). P34949. coupled PMI enzyme assay, resazurin fluorescence, 20 min; stronger effect = higher value; 1 = untreated enzyme, 0 = substrate-free blank. activation factor at 20 µM;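 active means activation factor of 2 or more at 20 µM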
#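 Test system: human phosphomannose isomerase with PGI, G6PDH, diaphorase coupling enzymes / Doses: 20 µM compound, 1% DMSO / Times: enzyme reaction with compound 20 min at room temperature / Measured by: Diaphorase-driven resazurin-to-resorufin fluorescence, excitation 544, emission 590 nm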
# ROMK mod: human ROMK K+ channel modulation, primary screen. P48048. Tet-inducible ROMK, thallium flux fluorescence; actives lie on both sides. B-score at 10 µM. actives 2% (n = 130,000). AID 1918;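 active means signal ratio slope over the read window, or its plate-corrected B-score, at least 3 SD from the plate mean, either direction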;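 further: B-score of the F/F0 ratio slope over 7 to 12 s after thallium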
# Target sequence (P48048 whole entry, looked up): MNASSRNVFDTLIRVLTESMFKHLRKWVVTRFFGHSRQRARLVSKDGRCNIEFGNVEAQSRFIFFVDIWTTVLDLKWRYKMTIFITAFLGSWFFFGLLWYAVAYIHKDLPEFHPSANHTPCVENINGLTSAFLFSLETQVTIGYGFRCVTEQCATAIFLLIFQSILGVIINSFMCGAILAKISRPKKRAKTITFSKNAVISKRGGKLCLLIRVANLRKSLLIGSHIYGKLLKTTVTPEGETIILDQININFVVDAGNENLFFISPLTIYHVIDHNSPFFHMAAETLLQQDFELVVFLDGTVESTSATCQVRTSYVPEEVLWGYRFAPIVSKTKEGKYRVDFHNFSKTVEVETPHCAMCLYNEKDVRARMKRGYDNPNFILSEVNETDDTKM
# TR-FRET SRC-2 ct: TR-FRET artefact, counter-screen to PPARgamma/SRC-2 agonist assay. stronger effect = higher value. TR-FRET ratio at 8 µM. actives 0.4% (n = 200,000). AID 1049; in the data active means TR-FRET ratio above about 2000; further: inactives centre near 1500
# Diaphorase act: counter-screen for diaphorase-based assays: diaphorase activators and chemical reducers | Diaphorase/resazurin coupled assay, resorufin fluorescence, 16 min; stronger effect = higher value; 1 = vehicle wells, 0 = NADH-free wells | activation factor at 20 µM | actives 0.005% (n = 190,000) | AID 1229;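 active means diaphorase activity raised at least twofold by the compound at 20 µM; inactive means activation factor below 2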
#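 Material: Clostridium kluyveri diaphorase, purified enzyme; Quantity: enzyme 0.07 U/mL final; Medium: HEPES pH 7.4 buffer with MgCl2 and Tween 20; Dosing: single compound dose of 20 µM, 1% DMSO final; Schedule: 16 min reaction at room temperature; Measured by: red resorufin fluorescence at 544/590 nm excitation/emission.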
# PPARg SRC-3 ag: agonists of human PPARgamma SRC-3 coactivator recruitment; P37231; biochemical PPARgamma/SRC-3 coactivator recruitment assay; activation, % at 8 µM; actives 0.26% (n = 200,000); in the data active means activation above about 23%;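 further: 0% = DMSO and 100% = reference agonist; some compounds past the cut are filed as inactive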
# PPARg SRC-1 ag: PPARgamma-driven SRC-1 recruitment agonism; PPARgamma-SRC-1 coactivator recruitment biochemical assay; activation, % at 8 µM; actives 0.41% (n = 200,000); AID 631; in the data active means activation above about 19%;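 further: 0% = DMSO and 100% = reference agonist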
# PMI activator: increases human mannose-6-phosphate isomerase activity. P34949. AID 1214. actives 0.005% (n = 190,000). purified human PMI, coupled resazurin fluorescence, 20 min; stronger effect = higher value; 1 = vehicle control, 0 substrate-free wells. activation factor at 20 µM;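 active means activation factor of 2 or more at 20 µM, relative to plate controls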
# S1P3 antagonist: antagonists of human S1P3 receptor; CHO S1P3 NFAT-BLA reporter, FRET fluorescence, antagonist mode; actives 0.27% (n = 170,000); AID 485; inhibition, % at 4.98 µM; Q99500;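 active means inhibition above the plate cutoff, the mean inhibition of test wells on that plate plus 3 SD, cut at about 28% in these data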;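 further: cells challenged with S1P at its EC80 of 0.8 µM; blue over green emission ratio from cleaved BLA substrate after 4 h stimulation; 0% = S1P-stimulated wells and 100% = unstimulated DMSO-only wells; some compounds past the cut are filed as inactive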
# * hit, by the source's call; / = not tested or not shown.
# The first 3 compounds (preview)
SMILES,Diaphorase inh,PPARg SRC-2 ag,G6PDH counter,PMI act satM6P,ROMK mod,TR-FRET SRC-2 ct,Diaphorase act,PPARg SRC-3 ag,PPARg SRC-1 ag,PMI activator,S1P3 antagonist
Cc1ccc(C(=O)NN2C(=O)C3C4c5ccccc5C(c5ccccc54)C3C2=O)cc1 (centres undefined),20,4,-7,0.9,-0.27,1582,0.8,3,-2,0.9,-2
Cc1ccnc2nc(C(=O)OCC(=O)N3CCc4ccccc43)nn12,6,10,1,1,0.41,1645,0.9,2,5,1,-26
Cc1cccn2c(=O)c3cc(C(=O)N4COCC4(C)C)sc3nc12,18,8,-2,1.1,-2.4,1516,0.8,1,6,1,-21

# The whole of this part, repeating the preview:
SMILES,Diaphorase inh,PPARg SRC-2 ag,G6PDH counter,PMI act satM6P,ROMK mod,TR-FRET SRC-2 ct,Diaphorase act,PPARg SRC-3 ag,PPARg SRC-1 ag,PMI activator,S1P3 antagonist
Cc1ccc(C(=O)NN2C(=O)C3C4c5ccccc5C(c5ccccc54)C3C2=O)cc1 (centres undefined),20,4,-7,0.9,-0.27,1582,0.8,3,-2,0.9,-2
Cc1ccnc2nc(C(=O)OCC(=O)N3CCc4ccccc43)nn12,6,10,1,1,0.41,1645,0.9,2,5,1,-26
Cc1cccn2c(=O)c3cc(C(=O)N4COCC4(C)C)sc3nc12,18,8,-2,1.1,-2.4,1516,0.8,1,6,1,-21
Cc1ccc(NC(=O)N2CCCC2C(=O)NCC2CCCO2)cc1 (centres undefined),12,7,15,0.9,-0.17,1549,0.9,7,-1,0.9,12
CCCCn1c(SCC(=O)NCc2ccco2)nc2c1c(=O)n(C)c(=O)n2C,10,9,2,1.1,0.093,1471,0.9,2,5,1.1,/
O=c1c2ccccc2ncn1C1CCCCC1,17,2,-1,1,/,1443,0.8,-6,-2,0.9,-7
CON(C)c1nc(OCC#N)nc(N(C)C)n1,-2,12,12,1,0.27,1463,1,1,-5,1,-13
CCOC(=O)c1cn2c3c(c(F)c(F)cc3c1=O)SC(N1CCOCC1)=N2,/,-1,/,/,0.37,1399,/,-10,0,/,/
CC(C)N1C(=O)CN(C2CCCCCC2)C(=O)C1c1ccccc1F (centres undefined),-7,-1,3,1.1,/,1519,1.1,-5,-4,1.1,/
CC(C)(C)c1ccc(NC(=O)COC(=O)CCc2nc3ccccc3c(=O)[nH]2)cc1,16,4,2,0.8,0.89,1614,0.8,-2,-2,0.9,5
CN1CCN(NC(=O)c2cn(-c3ccccc3)nc2-c2cccs2)CC1,12,6,8,0.9,-0.0051,1571,0.9,3,12,1.1,-14
Cc1nc2c3ccccc3nc(NNC(=O)CCC(=O)NCCC(C)C)n2n1,-2,0,10,1.7,0.19,1400,1,-3,-1,1.5,-13
COC(=O)c1ccccc1OCC(=O)N1CCN(c2ccc(OC)cc2)CC1,4,11,0,1,/,1682,1,10,3,1,/
CC(NC(=O)Nc1ccccc1C(F)(F)F)C1CCCO1 (centres undefined),7,8,-18,0.9,/,1677,0.9,3,-3,0.9,-25
COC(=O)c1nnn(-c2nonc2N)c1COc1ccc(C=O)cc1OC,20,-2,9,1,0.67,1449,0.8,-3,13,1,1
C(=N\N1CCN(C2c3ccccc3-c3ccccc32)CC1)/c1cccnc1,9,4,13,0.9,/,1778,0.9,-2,-2,0.9,/
Brc1ccc(C2=CC(c3cccs3)n3ncnc3N2)cc1 (centres undefined),5,2,-4,1.5,/,1653,0.9,-9,12,1.3,/
Cc1ccc(-c2nc(C#N)c(NCCc3ccccn3)o2)cc1,19,7,3,0.9,/,1667,0.8,6,7,0.9,-14
c1ccc(CCc2nn3c(C4COc5ccccc5O4)nnc3s2)cc1 (centres undefined),6,7,-6,1,/,1544,0.9,0,0,0.7,-33
CN1CCc2c(n(CC(O)CN(CCO)CCO)c3ccccc23)C1=O (centres undefined),-4,2,2,1,0.97,1790,1,3,2,1.2,-15

# Reformatted with values under each structure: 2 of the compounds above.
# Second line of a record: Diaphorase inh	PPARg SRC-2 ag	G6PDH counter	PMI act satM6P	ROMK mod	TR-FRET SRC-2 ct	Diaphorase act	PPARg SRC-3 ag	PPARg SRC-1 ag	PMI activator	S1P3 antagonist
> Cc1nc2c3ccccc3nc(NNC(=O)CCC(=O)NCCC(C)C)n2n1
  -2	0	10	1.7	0.19	1400	1	-3	-1	1.5	-13
> COC(=O)c1ccccc1OCC(=O)N1CCN(c2ccc(OC)cc2)CC1
  4	11	0	1	/	1682	1	10	3	1	/

# The list continues.
SMILES,Diaphorase inh,PPARg SRC-2 ag,G6PDH counter,PMI act satM6P,ROMK mod,TR-FRET SRC-2 ct,Diaphorase act,PPARg SRC-3 ag,PPARg SRC-1 ag,PMI activator,S1P3 antagonist
CC(=O)N(c1ccc(C)cc1)S(=O)(=O)c1ccc(Cl)cc1,12,3,3,0.9,0.25,1565,0.9,4,0,0.9,17
COc1ccccc1OCC#CCn1ccnc1,10,-3,0,1,-0.19,1363,0.9,4,-3,1,1
NS(=O)(=O)c1ccc(CCNC(=O)CNC(=O)C2CCCCC2)cc1,12,3,16,0.9,/,1672,0.9,-4,1,0.9,4
COCCCn1c(SCc2nnc(-c3ccc(OC)c(OC)c3)o2)nnc1-c1ccncc1,13,2,-3,1,0.18,1465,0.9,3,5,1,/
COc1ccc([C@@H]2[C@@H](C(=O)C(C)(C)C)N3N=Cc4ccccc4[C@@H]3C23C(=O)OC(C)(C)OC3=O)cc1OC,12,-2,8,1.3,0.26,1359,0.9,-6,-4,1.3,8
CN1CCCCCC1C(=O)N1CCC(N2CCC(C(=O)N3CCOCC3)CC2)CC1 (centres undefined),2,1,18,0.9,-1.1,1551,1,1,0,0.7,-19
Cn1c(SCC(=O)N2CCCc3ccccc32)nnc1-c1ccco1,11,-4,9,1.1,0.64,1511,0.9,-2,6,1,-14
CC(C)n1c(NCc2nc3ccccc3n2C)nc2ccccc21,11,-3,-2,0.9,/,1495,0.9,13,1,0.9,13
C=CCNC(=O)COC(=O)c1cc(S(=O)(=O)N2CCCCC2)ccc1Cl,1,4,-3,1.1,-0.87,1592,1,5,6,1.1,-13
C=CCSc1nnc(NC(=O)CSc2nc3ccccc3[nH]2)s1,20,1,1,1,-0.048,1553,0.8,8,3,0.9,/
COc1ccc(/C(C)=N/NC(=O)CCC(=O)Nc2ccc(Cl)cc2Cl)c(OC)c1,3,9,-6,1,-1.6,1678,1,0,-3,0.9,-9
O=C(/C=C/c1ccco1)NCCCN1CCN(CCCNC(=O)/C=C/c2ccco2)CC1,1,0,4,0.9,/,1574,1,3,6,0.9,-1
COCCn1cnc2c1c(=O)n(CC(=O)OCC#N)c(=O)n2Cc1ccccc1,1,4,2,1,1.4,1556,1,1,-4,1,8
CN1CCN(c2ccc([N+](=O)[O-])c(Sc3nc4ccccc4[nH]3)c2)CC1,35,9,-2,1,/,1639,0.7,8,4,0.9,/
[O-]/C(=C(\C(=S)Nc1cccc2ccccc12)[n+]1cccc(CO)c1)c1ccc(Cl)s1,39,-7,2,0.7,-0.24,1401,0.6,3,4,1,-8
CCCC1(c2ccccc2)NC(=O)N(CCN2C(=O)c3ccccc3C2=O)C1=O (centres undefined),-5,-12,7,1,/,1223,1,-4,-1,1,/
CCOc1cccc(/C=N/NC(=O)CC2C(=O)NN=C2C)c1O (centres undefined),6,-8,2,1.3,-0.54,1577,0.9,0,-4,1.1,0
CS(=O)(=O)NCC(c1ccco1)N1CCN(c2ccc(F)cc2)CC1 (centres undefined),15,3,10,1,/,1415,0.9,-4,1,0.9,-1
COc1cc(SC)ccc1C(=O)Nc1ccc2c(c1)OCO2,15,-7,4,0.9,/,1275,0.8,2,0,0.9,-9
FC(F)(F)c1cccc(NC(=S)NCC2COc3ccccc3O2)c1 (centres undefined),19,-1,6,0.9,/,1565,0.8,1,-1,0.9,-11
COC(=O)c1ccccc1NC(=O)Cn1c(-c2nonc2N)nc2ccccc21,8,7,-29,0.9,1.3,1361,0.9,-4,-1,0.9,18
O=C(CCC(=O)OCc1ccc([N+](=O)[O-])cc1)Nc1ccc(F)cc1,10,-5,16,0.9,-0.44,1655,0.9,-4,-6,0.9,-12
O=C(Nc1cccs1)NC1CCCC1,7,3,10,1,/,1596,0.9,1,-4,1,14
OC(CNCCCCNCC(O)C(F)(F)F)C(F)(F)F (centres undefined),12,-2,1,1,2.7*,1485,0.9,2,7,1,-8
c1ccc2nc(N3CCN(Cc4ccc5c(c4)OCO5)CC3)cnc2c1,6,0,10,1,-0.46,1501,0.9,1,5,0.9,-29
CC(NC(=O)Cc1c(F)cccc1Cl)C1CCCO1 (centres undefined),9,5,4,1,0.74,1474,0.9,4,0,1.1,/
Cc1ccccc1NC(=O)Cn1cnc2c(oc3ccccc32)c1=O,14,4,11,1,1.4,1561,0.9,-5,0,1,/
COc1cccc(OC)c1C(=O)N1CCN(S(=O)(=O)c2ccc(C)cc2)CC1,13,-1,-11,0.9,0.3,1544,0.9,6,-7,0.9,/
Cc1nn(-c2ccccc2)c(C)c1/C=C/C(=O)OC(C)C(=O)Nc1ncc(Cl)cc1Cl (centres undefined),21,-2,0,0.9,-0.67,1489,0.8,-1,-8,0.8,8
CCOCCCNC(=S)N1CCC(NC(=O)C23CC4CC(CC(C4)C2)C3)CC1,9,4,3,1,-0.23,1623,0.9,1,-3,1,7
COc1ccccc1OCCn1cc(/C=C(\C#N)C(=O)NCc2cccs2)c2ccccc21,16,-7,-15,0.9,/,1403,0.8,1,-1,0.8,-2
COC(=O)c1ccccc1NC(=O)Cn1cnc2c(cnn2-c2ccccc2)c1=O,8,-6,1,0.9,/,1549,0.9,-1,4,1,-12
CCCN1C(=O)c2cc(C(=O)Nc3ccccc3CC)ccc2C1O (centres undefined),10,-1,-3,1,/,1884,0.9,13,-1,1,-6
Cc1ccc(-c2nc(C3CCN(S(=O)(=O)c4ccc(C(F)(F)F)cc4)CC3)no2)cc1,-6,2,4,1.1,/,1608,1.1,-3,11,1,3
COCc1nnc(NC(=O)c2ccc(Cl)cc2[N+](=O)[O-])s1,7,-7,14,1.1,0.55,1494,0.9,0,2,1,6
CCCn1c(SCC(=O)c2ccc(OC)c(OC)c2)nc2c1c(=O)n(C)c(=O)n2C,-23,5,6,1.1,/,1448,1.2,-8,0,1.2,/
CCN1C(=O)S/C(=C/c2ccsc2)C1=O,14,-4,0,0.9,-1,1412,0.9,-8,-9,0.9,/
N#CCCn1cc(/C=N/NC(N)=S)c(-c2ccc(Br)cc2)n1,24,9,6,0.9,-1.5,1737,0.8,3,4,0.8,-15
CCOC(=O)c1cc(C#N)c(=S)[nH]c1C,19,0,-3,1.8,0.75,1392,0.8,4,4,1.4,2
